INS promoter inh – TRM-6 insulin promoter activity inhibition. TRM-6 cells (human fetal islet line), insulin promoter-eGFP reporter, imaging; reporter expression induced with tamoxifen. inhibition, % at 2 µM. actives 0.9% (n = 130,000);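 active = inhibition above the mean plus 3 SD, with well images judged a real hit on visual review, cut at about 60% in these data, passing the limit was not always enough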
SDO1 yeast rescue – compounds rescuing growth of sdo1-depleted yeast, bone marrow failure model; S. cerevisiae sdo1-depleted JHY4D growth rescue, OD600 30 h; stronger effect = higher value; pdr5 snq2 efflux-pump mutant strain; z-score at 10 µM; actives 0.21% (n = 140,000); AID 817;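 active = z-score above 3 at both the 24 hr and the 30 hr optical density reads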;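 note: z-score against mean and SD of all compound wells on the same plate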
SDO1 yeast rescue Rescue 24 h – recorded beside SDO1 yeast rescue, whose call it bears; z-score; S. cerevisiae sdo1-depleted JHY4D growth rescue, OD600; measured here: growth rescue at 24 h;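 0 is the plate mean of compound wells and units are plate SD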
Numbers without * were called inactive; / = no result given.

Below each SMILES – SDO1 yeast rescue Rescue 24 h | INS promoter inh | SDO1 yeast rescue
1) C=CCSC1=Nc2sccc2C2=NC(=O)CN12
 : 1.8 | 14 | 1.2
2) Cc1c(Cl)c([N+](=O)[O-])nn1Cc1ccc(C(=O)N/N=C\c2cc(Cl)ccc2O)o1
 : -0.25 | 62 | -0.68
3) Cc1ccccc1NC(=S)N1CCCN(Cc2ccc(F)cc2)C1
 : / | 29 | /
4) COc1ccc(/C=C2\SC(=S)N(CCCC(=O)NNC(=O)c3ccccc3O)C2=O)cc1
 : / | 0 | /
5) O=C(/C=C\c1ccccc1)Nc1nccs1
 : 0.56 | 58 | 0.53
6) Cc1ccc(-c2cc(C(=O)Nc3cc(C)ccc3C)[nH]n2)c(O)c1
 : -0.42 | 55 | -1.1
7) CC(C)OP(=O)(OC(C)C)C(Nc1ccccc1)c1ccc2c(c1)OCO2 (stereo not drawn)
 : -0.49 | / | -0.92
8) Cc1cc(NC(=O)c2cc3ccccc3o2)cc(C)c1OCC(=O)N1CCOCC1
 : -1.2 | -20 | -0.66
9) O=C(CSc1ccc(-c2ccco2)nn1)NCc1ccc(F)cc1
 : 0.08 | -55 | 0.28
10) COc1cccc(C(=O)NC2=NCCS2)c1OC
 : 0.33 | -48 | 0.79
11) O=c1[nH]c(CN2CCN(Cc3ccc4c(c3)OCO4)CC2)nc2ccccc12
 : -0.69 | -3 | 0.02
12) O=S1(=O)CCC(N2CCOCC2)C1 (stereo not drawn)
 : 0.97 | 23 | 1.1
13) CCn1c(=O)c(C(=O)NCc2ccc(OC)c(OC)c2)c(O)c2ccccc21
 : -1.3 | 20 | -1.5
14) CCC(c1ccccc1)c1nc(-c2ccccn2)no1 (stereo not drawn)
 : 0.05 | -13 | 0.23
15) Cc1nnc(SCc2ccc(F)cc2)s1
 : -0.41 | 46 | 0.13
16) Cc1ccccc1CS(=O)(=O)Cc1ccc(C(=O)NCc2ccccn2)o1
 : 2.3 | 62 | 2.2
17) CCN(C(=O)CSc1nc2nc(C)cc(C)n2n1)c1cccc(C)c1
 : -0.16 | / | -0.36
18) Cc1ccc(-n2cccc2/C=C2\C(=N)N3N=C(c4ccco4)SC3=NC2=O)cc1
 : / | -8 | /
19) Cc1ccc(C(=O)NNC(=O)CCC(=O)Nc2cc(C)on2)cc1
 : 1.4 | / | 1.9
20) CN1C(=O)CSC1=NCC12CC3CC(CC(C3)C1)C2
 : -1.1 | 7 | -1.8
21) COc1ccccc1CN1C(=S)SC(C)(C)C1NO (stereo not drawn)
 : -1 | -43 | -0.63
22) C/C(=N\O)C(=O)NCc1ccncc1
 : -0.27 | 10 | 0.48
23) Cc1ccccc1COc1ccc(/C=C(\C#N)C(N)=O)cc1
 : / | -5 | /
24) Cn1c(Sc2ccc(Br)cc2)c(C=O)c2ccccc21
 : -0.58 | 48 | -0.8
25) Clc1ccc(-c2nc(N3CCCCC3)nc3ccccc23)cc1
 : -0.35 | -5 | -1.5
26) Cc1cc(/C=C2/NC(=O)N(Cc3ccccc3F)C2=O)c(C)n1-c1ccccn1
 : 0.98 | 17 | -0.31
27) CCC(C(=O)Nc1ncccn1)(C(F)(F)F)C(F)(F)F
 : 0.14 | 68 | 0.85
28) O=C1C=C(NCc2ccccc2)CCC1
 : -1.1 | / | -0.08
29) CC(=O)N(C)C1(c2nnnn2CCOC(=O)Nc2ccc(Cl)cc2)CCCCC1
 : 0.08 | -8 | 0.34
30) COc1cc(C2C(C#N)=C(N)OC3=C2C(=O)CC(C)(C)C3)c([N+](=O)[O-])cc1OC (stereo not drawn)
 : 0.22 | 26 | 0.57
31) CCSc1nnc(NC(=O)CSc2nc3c(c(=O)n2-c2ccccc2)SCC3)s1
 : 0.37 | 13 | 0.4
32) Cc1ccc(N2CCN(C(=O)CNS(=O)(=O)c3ccc(Br)s3)CC2C)cc1 (stereo not drawn)
 : -1.1 | 27 | -1.3
33) CC1(C)Cc2ccccc2-c2nnc(-c3ccccc3)n21
 : 0.76 | -6 | 0.8
34) COc1ccc(OC)c2[nH]c(=O)c(CCNC(=O)c3ccc(S(=O)(=O)N(C)C)cc3)cc12
 : -0.83 | 91* | -0.25
35) O=C(Oc1ccccc1C(=O)N1CCOCC1)c1ccc(Br)cc1
 : 0.07 | -18 | -0.06
36) c1ccc(-n2c(Cc3cn4ccsc4n3)nnc2N2CCOCC2)cc1
 : 0.83 | / | 0.95
37) O=C(Nc1cc(N2CCOCC2)ncn1)NC1(C(F)(F)F)Oc2ccccc2O1
 : 0.06 | 7 | 0.49
38) CN(CC1COc2ccccc2O1)C(=S)Nc1ccccc1F (stereo not drawn)
 : 1.4 | / | 0.72
39) O=c1c2cnn(-c3ccccc3)c2nc(-c2ccco2)n1-c1ccccc1
 : -1.1 | 7 | -1.7
40) Brc1ccc(-c2cn3nc4c(nc3n2)CCCC4)cc1
 : 0.04 | 0 | 0.18
41) COc1ccc(NC(C)=O)cc1NC(=O)CCn1c(=O)sc2ccccc21
 : 1.1 | -69 | 1.5
42) CN1CCN(C(=O)CSc2nc(-c3ccncc3)ccc2C#N)CC1
 : 0.5 | 4 | 0.93
43) COCCn1c(C(C)C)nc2oc3ccccc3c(=O)c2c1=O
 : 1.2 | / | 0.96
44) Cc1ccc(C=Nc2ccccc2C(N)=O)cc1
 : -0.11 | 10 | 0.3
45) Cc1ccc(S(=O)(=O)NCCC(=O)Nc2cccc(Cl)c2)cc1
 : -0.83 | -57 | -0.39
46) O=C(Cc1c(O)c2ccccc2[nH]c1=O)NC1CCCCCC1
 : -0.6 | 26 | -0.11
47) Cc1c(-c2ccnc3cc(C(=O)O)nn23)cnn1C
 : / | -38 | /
48) CC1CCCCN1C(=O)c1cc(-c2ccc(Cl)c(Cl)c2)on1 (stereo not drawn)
 : -0.52 | / | -1.3
49) CCOc1nonc1C(=N)/C(C(C)=O)=C(\C)O
 : 1.2 | / | 1
50) O=C(NN1C(=O)C2C3C=CC(C4CC34)C2C1=O)c1ccc(Cl)cc1 (stereo not drawn)
 : -1.2 | 0 | -0.36
51) S=C(Nc1ccccc1Cl)N(CCCN1CCOCC1)Cc1ccccn1
 : / | 20 | /
52) COc1ccccc1C(=O)NCC(=O)N/N=C/c1ccc([N+](=O)[O-])cc1
 : / | -24 | /
53) CCOC(=O)C1=C(C)NC2=C(C(=O)CCC2)C1c1cc(OC)ccc1OC (stereo not drawn)
 : -0.73 | 27 | 0.42
54) Cc1ccc(OCC(=O)N/N=C/c2c[nH]c3ccccc23)c([N+](=O)[O-])c1
 : -0.15 | / | 0.14
55) CCNC(=O)COC(=O)c1cc(-c2ccc(OC)cc2)nc2ccccc12
 : -1.1 | 21 | -1.3
56) CCC(CC)=N/N=C/c1c(O)n(CC)c2cc(C3=NNC(=O)CC3)ccc12
 : -0.81 | 50 | -0.52
57) OC(COc1ccccc1)CN1CCCCCC1 (stereo not drawn)
 : / | 0 | /
58) COC(=O)c1ccccc1SC1CC(=O)N(c2cccc(C)c2)C1=O (stereo not drawn)
 : 0.59 | 37 | 0.55
59) CCOC(=O)C1=C(C)NC(=O)/C1=C\N(C)C
 : / | -62 | /
60) COc1ccccc1C(=O)N/C(=C\c1ccc(Br)cc1)C(=O)NCCO
 : 0.4 | -9 | 0.85

As entered above:
For SDO1 yeast rescue, compound 7 reads -0.92
For SDO1 yeast rescue Rescue 24 h, compound 53 reads -0.73
For SDO1 yeast rescue Rescue 24 h, compound 54 reads -0.15
For SDO1 yeast rescue, compound 9 reads 0.28

(continued)
Below each SMILES – SDO1 yeast rescue Rescue 24 h | INS promoter inh | SDO1 yeast rescue
61) CCCc1nnc(NC(=O)CCC(=O)N2CCN(c3ccccn3)CC2)s1
 : -0.63 | 29 | 0.22
62) Cc1ccc(S(=O)(=O)Cn2nnnc2C(CC(C)C)N2CCN(C(=O)c3ccco3)CC2)cc1 (stereo not drawn)
 : 0.16 | 36 | 0.52
63) N#C/C(=C/c1ccc(Sc2nc3ccccc3[nH]2)o1)c1cccc(Br)c1
 : 0.18 | 11 | -0.8
64) CC1=C(C(=O)OCC(C)C)C(c2ccc(F)cc2)NC(=O)N1 (stereo not drawn)
 : -0.8 | / | -0.07
65) CC1=CCC(C(C)(C)NC(=O)c2ccccc2)C/C1=N\O (stereo not drawn)
 : / | -30 | /
66) CCN(CC)c1ccc(NC(=O)c2cnn(CC)c2)cc1
 : 1.5 | 13 | 0.55
67) CCOC(=O)c1c(C)c(C(=O)NCCc2ccc(S(N)(=O)=O)cc2)c(C)n1CC
 : -0.88 | / | -0.25
68) O=S(=O)(NCCNS(=O)(=O)c1ccccc1)c1ccccc1
 : -0.02 | -25 | 1
69) Cc1cc(C)nc(Sc2ncnc3c2oc2ccccc23)n1
 : -0.39 | 5 | 0.1
70) C=C(C)CSc1nnc(-c2ccc(OC)cc2)n1N
 : 0.27 | -40 | 0.37
71) CC(C)c1nnc(-c2ccc(Cl)cc2)c(N(C)C)n1
 : -0.38 | / | 0.22
72) S=C1NCCc2ccccc2C1c1ccccc1 (stereo not drawn)
 : -1.3 | 52 | -2
73) CN(C)c1cc[n+](CC(=O)c2ccc(Br)cc2)cc1
 : / | 57 | /
74) OC(c1ccccc1)C1CN(Cc2ccccc2)CCC1(O)c1ccccc1 (stereo not drawn)
 : 0.81 | -283 | 0.2
75) O=C1C2C3C=CC(C3)C2C(=O)N1c1ncn[nH]1 (stereo not drawn)
 : 1 | 60 | 1.5
76) CN(CC(=O)NCCc1ccccc1)S(=O)(=O)c1ccc(Br)cc1
 : -1.6 | -25 | -1.3
77) O=C1C2C3c4ccccc4C(c4ccccc43)C2C(=O)N1CN1CCOCC1 (stereo not drawn)
 : -0.82 | / | -0.34
78) Cc1ccc(NC(=O)N2CCCC2c2cccs2)cc1 (stereo not drawn)
 : / | 0 | /
79) COc1ccc(CCNC(=O)c2ccc(CN3CCC(Cc4ccccc4)CC3)cc2)cc1
 : -0.74 | 9 | -1.5
80) N#Cc1cc2c(nc1SCc1cccnc1)CCCCC2
 : -0.99 | -119 | -2
81) C=CCOC(=O)C1=C(C)NC(SCC(=O)Nc2nccs2)=C(C#N)C1c1cccs1 (stereo not drawn)
 : -0.35 | -32 | -0.89
82) CC(=O)c1c(C(C)=O)c(C)n(-c2nc(-c3ccc(Br)cc3)c(C)s2)c1C
 : -0.65 | 8 | -1
83) COc1ccccc1Nc1cc(C)nc2c(C)ccc([N+](=O)[O-])c12
 : -0.96 | / | -0.6
84) Cc1nn(CC(=O)c2cccc(Cl)c2)c(C)c1[N+](=O)[O-]
 : / | 5 | /
85) O=C(N/N=C/c1ccc2c(c1)OCO2)c1ccc(Br)o1
 : 1.2 | / | 1.6
86) Oc1ccccc1CN1CCC(C(O)(c2ccccc2)c2ccccc2)CC1
 : 0.03 | -79 | 0.34
87) O=C1c2ccccc2NC2(CCCC2)N1O
 : 0.33 | 22 | 0.36
88) Clc1ccc(N/N=C/c2cccs2)nn1
 : / | 36 | /
89) Cc1ccc(CNC(=O)C2CC(=O)N(c3ccc(OCC(=O)N4CCCC4)cc3)C2)cc1 (stereo not drawn)
 : -0.25 | 38 | 0.85
90) O=C(Nc1nc(-c2ccccn2)cs1)c1cc2ccccc2o1
 : / | -14 | /
91) C[C@@H]1NC(=O)c2cc([N+](=O)[O-])cc(I)c2NCCCC[C@@H](C(N)=O)NC(=O)[C@H](CC(N)=O)NC1=O
 : -0.43 | -45 | -0.36
92) O=c1oc(/C=C/c2ccccc2)nc2sc3c(c12)CCC3
 : 0.82 | -15 | -0.53
93) Cc1noc(C)c1COC(=O)C1COc2ccccc2O1 (stereo not drawn)
 : -0.18 | / | 0.25
94) CC(C)c1nnc(NC(=O)c2cccs2)s1
 : -1.1 | / | -0.9
95) O=S(=O)(Nc1ccc(O)c(Sc2nc3ccccc3s2)c1)c1cccc2ccccc12
 : -0.38 | / | -0.99
96) CCCC(=O)Nc1ccc(C(=O)N2CCCC2)cc1
 : -0.72 | 3 | 0.06
97) CCC(=O)c1cn(CC(=O)NCc2ccco2)c2ccccc12
 : 1.9 | 14 | 2.2
98) COc1ccc(NC(=O)NCCCN2CCCC2=O)c(OC)c1
 : -0.28 | 0 | 0.12
99) CCCCOC(=O)Nc1ccc(N2CCOCC2)cc1
 : -0.52 | 35 | 0.26
100) COc1ccc(OCC(=O)N2CCN(C(=O)c3cccc(F)c3)CC2)cc1
 : -0.03 | -48 | 1.9
101) COc1ccc(C(=O)NNC(=O)c2ccccn2)cc1
 : 0.45 | 37 | -0.01
102) COC(=O)c1cc(C#N)c(SCc2ccccc2)nc1C
 : -0.26 | / | -0.82
103) Cc1cccnc1NC(=O)Nc1cccc(C(F)(F)F)c1
 : 0.8 | -233 | -0.2
104) O=C(COc1ccc(Cl)cc1)Nc1ccccc1N1CCOCC1
 : -0.54 | / | -0.26
105) c1cc2c(cc1-c1cnc3n1CCC3)OCCO2
 : -1.4 | 50 | -1.2
106) CCn1cc(C(=O)N2CCN(c3ccc(F)cc3)CC2)c2cc(OC)c(OC)cc2c1=O
 : / | 58 | /
107) CC(=O)NC12CC3CC(CC(CC(=O)O)(C3)C1)C2
 : 0.15 | / | 0.97
108) CCOC(=O)Cc1c(Sc2ccccc2)c2cc(C)ccc2n1C
 : -0.69 | / | -0.4

3 compounds from above, sorted by the number in INS promoter inh, descending.
entry | Molecule | SDO1 yeast rescue Rescue 24 h | INS promoter inh | SDO1 yeast rescue
97 | CCC(=O)c1cn(CC(=O)NCc2ccco2)c2ccccc12 | 1.9 | 14 | 2.2
96 | CCCC(=O)Nc1ccc(C(=O)N2CCCC2)cc1 | -0.72 | 3 | 0.06
100 | COc1ccc(OCC(=O)N2CCN(C(=O)c3cccc(F)c3)CC2)cc1 | -0.03 | -48 | 1.9

Complete entries, quoted from the list.
Entry for CC(C)c1nnc(NC(=O)c2cccs2)s1 = SDO1 yeast rescue Rescue 24 h = -1.1; INS promoter inh = /; SDO1 yeast rescue = -0.9
Entry for COC(=O)c1cc(C#N)c(SCc2ccccc2)nc1C = SDO1 yeast rescue Rescue 24 h = -0.26; INS promoter inh = /; SDO1 yeast rescue = -0.82
